M4 ag: CHRM4 agonism in calcium assay; hit rate 0.14% among 360,000; P08173; CHO-K1 hM4/Gqi5, Fluo-8 calcium fluorescence; vehicle 0%, full acetylcholine response 100%; activation, % at 3 µM;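 active means activation above the run mean over all test wells plus 3 SD, cut at about 32% in these data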;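 further: peak over basal fluorescence ratio per well then scaled between controls; 0% = DMSO wells and 100% = acetylcholine at EC100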
M5 PAM: potentiates acetylcholine response at human M5 receptor | CHO-K1 hM5, Fluo-8 calcium, ACh EC20 PAM; 0% = ACh EC20, 100% = ACh EC100 | activation, % at 3 µM | hit rate 0.3% among 360,000;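 active means activation above the run cutoff, the mean activation of all test compounds plus 3 SD, cut at about 18% in these data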
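system = human M5 receptor in CHO-K1 cells | reagent = EC20 acetylcholine as agonist stimulus | compound dosing = single-point, 3 µM nominal | incubation = Fluo-8 loading 80 min at 37 °C plus 30 min room temperature | detection = Fluo-8 calcium dye fluorescence, kinetic read | benchmarks = low control EC20 acetylcholine (0%), high control EC100 acetylcholine (100%)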
TAAR1 agonist: agonists of human TAAR1. Q96RJ0. activation, % at 3 µM. CHO RD-HGA16 TAAR1, Fluo-8 calcium fluorescence; vehicle wells 0%, saturating PEA agonist 100%. hit rate 0.99% among 360,000. AID 624467;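 active means activation above the mean activation of all test compounds in the run plus 3 SD, cut at about 38% in these data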
Target sequence (Q96RJ0 whole entry, looked up): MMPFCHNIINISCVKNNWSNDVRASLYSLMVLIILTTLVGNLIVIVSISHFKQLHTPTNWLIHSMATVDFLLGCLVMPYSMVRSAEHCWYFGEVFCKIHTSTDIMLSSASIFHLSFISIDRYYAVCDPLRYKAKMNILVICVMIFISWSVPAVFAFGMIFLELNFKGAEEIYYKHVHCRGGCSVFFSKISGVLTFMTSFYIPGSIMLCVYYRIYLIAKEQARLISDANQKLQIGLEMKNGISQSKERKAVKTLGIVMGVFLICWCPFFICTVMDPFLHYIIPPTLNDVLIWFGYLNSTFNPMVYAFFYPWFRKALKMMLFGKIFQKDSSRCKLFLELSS
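Test system: RD-HGA16 (CHO) cells co-expressing Gα16 and hTAAR1 | Doses: Single dose, 3 µM | Schedule: 17-24 h seeding, 75 min 37 °C dye, 30 min RT | Evaluation: % activation from peak over basal fluorescence ratio, DMSO-to-PEA scaled | Technique: Kinetic Fluo-8 calcium fluorescence | Benchmarks: Low control DMSO, high control PEA (EC100)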
CHRM1 agonist: human M1 muscarinic receptor agonism; CHO-K1 hM1, Fluo-8 calcium fluorescence, agonist mode; 0% DMSO, 100% acetylcholine EC100; hit rate 0.33% among 360,000; P11229; activation, % at 3 µM;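 active means activation above the run's mean compound activation plus 3 SD, cut at about 16% in these data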;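 further: peak over basal fluorescence ratio within a 140 s kinetic read after compound addition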
Target sequence (P11229 whole entry, looked up): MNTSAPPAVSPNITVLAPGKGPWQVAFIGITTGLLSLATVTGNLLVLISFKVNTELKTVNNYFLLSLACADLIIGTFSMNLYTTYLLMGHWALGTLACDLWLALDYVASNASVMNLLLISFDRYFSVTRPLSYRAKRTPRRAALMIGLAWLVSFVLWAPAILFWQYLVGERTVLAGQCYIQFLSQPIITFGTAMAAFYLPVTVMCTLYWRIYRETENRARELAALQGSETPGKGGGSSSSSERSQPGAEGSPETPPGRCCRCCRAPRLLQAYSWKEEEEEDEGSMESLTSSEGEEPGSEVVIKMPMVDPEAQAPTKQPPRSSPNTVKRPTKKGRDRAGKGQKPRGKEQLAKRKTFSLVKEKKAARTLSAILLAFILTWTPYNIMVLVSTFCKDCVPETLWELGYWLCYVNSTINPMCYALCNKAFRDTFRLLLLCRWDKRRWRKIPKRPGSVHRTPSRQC
M1 antag: human CHRM1 antagonism | hit rate 1.3% among 360,000 | inhibition, % at 3 µM | CHO-K1 hM1, Fluo-8 calcium fluorescence, ACh EC80 antagonist | AID 588852 | P11229;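 active means percent inhibition above its own plate's cutoff, namely the mean of that plate's compound wells plus 3 SD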;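 further: peak over basal fluorescence ratio during 140 s after agonist addition; 0% = ACh EC80 plus DMSO and 100% = DMSO alone without agonist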
M5 ag: agonists of human muscarinic M5 receptor (CHRM5); P08912; CHO-K1 hM5 cells, Fluo-8 calcium fluorescence; 0% DMSO wells, 100% maximal acetylcholine response; activation, % at 3 µM; hit rate 0.19% among 360,000; AID 624037;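 active means activation above the run's mean over test compounds plus 3 SD, cut at about 23% in these data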;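 further: signal is peak over basal fluorescence ratio across the kinetic read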
M1 PAM: potentiates human M1 receptor response to acetylcholine; P11229; CHO-K1 hM1, Fluo-8 calcium fluorescence, ACh EC20; 0% = ACh EC20, 100% = maximal ACh; activation, % at 3 µM; hit rate 0.088% among 360,000; in the data active means activation above about 19%, passing the limit was not always enough
CHRM5 antagonist: antagonists of human muscarinic M5 receptor (CHRM5). P08912. CHO-hM5 cells, Fluo-8 calcium fluorescence, ACh EC80. inhibition, % at 3 µM. hit rate 0.59% among 360,000. AID 624040;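 active means inhibition above a per-plate cutoff, the mean of that plate's test compounds plus 3 SD, cut at about 27% in these data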;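 further: 0% = acetylcholine EC80 with DMSO and 100% = DMSO without agonist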
CHRM4 antagonist: antagonists of human muscarinic M4 receptor (CHRM4); P08173; CHO-hM4 cells, ACh EC80, Fluo-8 calcium fluorescence; inhibition, % at 3 µM; hit rate 0.73% among 360,000; AID 624125;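 active means inhibition above its plate's cutoff, the mean inhibition of sample wells plus 3 SD, cut at about 27% in these data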;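 further: 0% = acetylcholine EC80 with DMSO and 100% = DMSO without agonist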
* hit, by the source's call; x = not tested or not shown. Some of the compounds tested; the hit share may differ from the screen's.

Start of the listing, in advance:
SMILES	M4 ag	M5 PAM	TAAR1 agonist	CHRM1 agonist	M1 antag	M5 ag	M1 PAM	CHRM5 antagonist	CHRM4 antagonist
CCOc1ccc(/C=N/NC(=O)c2ccc3nc[nH]c3c2)cc1OC	6	-10	0	0	27	1	-16	1	-11
CC(C)N(C(=O)CN1C(=O)C(=O)c2ccccc21)c1ccccc1	1	1	5	2	-13	3	2	-8	1
Cc1cc(C)n2nc(SCc3nnc(SCc4ccccc4C)s3)nc2n1	11	-11	7	-4	5	1	-8	14	2
O=C1CSC(=S)N1/N=C/c1cccc(C(F)(F)F)c1	4	6	0	-3	-2	-2	9	1	-20
COc1ccc(-n2c(Cc3cc(=O)[nH]c(=O)[nH]3)nnc2SCC(=O)Nc2ccccc2)cc1	3	-2	2	-2	3	0	2	4	-1
O=c1[nH]c2ccccc2nc1N1CCOCC1	2	-7	6	-3	5	-8	-3	-2	-5
COc1ccc(C(=O)NC(=S)Nc2ccc3oc(=O)ccc3c2)cc1	-1	-6	0	0	-9	0	12	1	-6
COc1ccc(NC(=O)CN(C)S(=O)(=O)c2ccc3[nH]c(=O)oc3c2)cc1	2	4	2	-3	-6	-1	8	-12	-6
CC(=O)c1c(C)[nH]c(-c2ccccc2)c1C	0	2	2	-6	-8	-3	5	-7	2
O=C(NCC(=O)N1CCN(c2ncc(C(F)(F)F)cc2Cl)CC1)c1ccc(Br)o1	2	3	0	-3	-17	-2	17	-9	5
O=C(O)CNC(=O)/C(=C\c1ccc2c(c1)OCO2)NC(=O)c1ccc(Br)cc1	0	2	17	-7	-6	-3	14	5	-2
COc1ccc(NC(=O)N(C)C[C@H]2OCCCC[C@@H](C)Oc3ccc(NC(=O)c4ccccc4)cc3C(=O)N([C@H](C)CO)C[C@@H]2C)cc1	6	6	1	-8	-1	-2	-2	-4	-9
COc1ccc(C2C(C(=O)Nc3cc(OC)c(OC)c(OC)c3)c3ccccc3C(=O)N2C)cc1OC (stereo not drawn)	1	2	0	-2	12	2	7	9	-4
O=c1c(CO)cc(CO)cc(CO)c1O	1	10	-2	-3	-6	3	5	-1	-1
Cn1nccc1-c1coc2c(C(=O)NCc3ccccc3)cccc12	8	-8	2	1	0	4	-3	-1	-4
CC(NCC(=O)Nc1cc(Cl)cc(Cl)c1)c1ccccc1 (stereo not drawn)	3	4	8	-3	-7	-5	6	-1	1

The whole of this part, previewed entries included:
SMILES	M4 ag	M5 PAM	TAAR1 agonist	CHRM1 agonist	M1 antag	M5 ag	M1 PAM	CHRM5 antagonist	CHRM4 antagonist
CCOc1ccc(/C=N/NC(=O)c2ccc3nc[nH]c3c2)cc1OC	6	-10	0	0	27	1	-16	1	-11
CC(C)N(C(=O)CN1C(=O)C(=O)c2ccccc21)c1ccccc1	1	1	5	2	-13	3	2	-8	1
Cc1cc(C)n2nc(SCc3nnc(SCc4ccccc4C)s3)nc2n1	11	-11	7	-4	5	1	-8	14	2
O=C1CSC(=S)N1/N=C/c1cccc(C(F)(F)F)c1	4	6	0	-3	-2	-2	9	1	-20
COc1ccc(-n2c(Cc3cc(=O)[nH]c(=O)[nH]3)nnc2SCC(=O)Nc2ccccc2)cc1	3	-2	2	-2	3	0	2	4	-1
O=c1[nH]c2ccccc2nc1N1CCOCC1	2	-7	6	-3	5	-8	-3	-2	-5
COc1ccc(C(=O)NC(=S)Nc2ccc3oc(=O)ccc3c2)cc1	-1	-6	0	0	-9	0	12	1	-6
COc1ccc(NC(=O)CN(C)S(=O)(=O)c2ccc3[nH]c(=O)oc3c2)cc1	2	4	2	-3	-6	-1	8	-12	-6
CC(=O)c1c(C)[nH]c(-c2ccccc2)c1C	0	2	2	-6	-8	-3	5	-7	2
O=C(NCC(=O)N1CCN(c2ncc(C(F)(F)F)cc2Cl)CC1)c1ccc(Br)o1	2	3	0	-3	-17	-2	17	-9	5
O=C(O)CNC(=O)/C(=C\c1ccc2c(c1)OCO2)NC(=O)c1ccc(Br)cc1	0	2	17	-7	-6	-3	14	5	-2
COc1ccc(NC(=O)N(C)C[C@H]2OCCCC[C@@H](C)Oc3ccc(NC(=O)c4ccccc4)cc3C(=O)N([C@H](C)CO)C[C@@H]2C)cc1	6	6	1	-8	-1	-2	-2	-4	-9
COc1ccc(C2C(C(=O)Nc3cc(OC)c(OC)c(OC)c3)c3ccccc3C(=O)N2C)cc1OC (stereo not drawn)	1	2	0	-2	12	2	7	9	-4
O=c1c(CO)cc(CO)cc(CO)c1O	1	10	-2	-3	-6	3	5	-1	-1
Cn1nccc1-c1coc2c(C(=O)NCc3ccccc3)cccc12	8	-8	2	1	0	4	-3	-1	-4
CC(NCC(=O)Nc1cc(Cl)cc(Cl)c1)c1ccccc1 (stereo not drawn)	3	4	8	-3	-7	-5	6	-1	1
CC(=O)c1cc(-c2nc3ccccc3n2C)n(C)c1	1	-3	4	-4	-10	-6	7	-4	-7
CN(CC(=O)NCc1ccc(F)cc1)Cc1cccc(Cl)c1	-1	-3	2	-8	2	-4	-1	18	-10
O[C@H]1CN(Cc2cccs2)[C@@H](c2ccccc2)C[C@@H]1n1cc(-c2ccc(F)cc2)nn1	-1	1	2	-4	-14	3	6	-1	-5
O=C(OCc1nnc(-c2ccc(Br)cc2)o1)c1ccco1	2	-2	1	-4	-9	4	2	1	4
CC1(C(=O)Nc2ccc(F)cc2F)CCN1C(=O)Cc1ccccc1 (stereo not drawn)	0	-2	-1	-2	6	0	-4	2	1
Cc1ccc(S(=O)(=O)/N=C(\N)c2ccc(F)cc2)cc1	2	-1	2	0	-6	-2	9	9	3
Cc1cc(=O)oc2cc(OCC(=O)N3CCOCC3)ccc12	1	10	1	-3	-4	2	0	-9	-6
COc1ccccc1CNc1nc(NCc2ccccc2OC)c2sccc2n1	12	-14	5	-2	31*	3	-18	25	11
CCCc1c(C)nc2c(Br)cccc2c1Cl	1	5	9	-9	-11	-3	15	-12	-3
CCOC(=O)c1c(C)n(C)c2ccc(O)c(S(=O)(=O)c3ccccc3)c12	0	-5	x	1	2	5	-4	5	2
Cc1ccn(-c2ccc([N+](=O)[O-])cc2)n1	-2	8	5	-7	-6	-4	11	-10	-1
CC(=O)c1cc(C#N)c(NCc2ccccc2)nc1C	1	4	15	-13	-5	-5	11	-9	-11
O=C(CNC(=O)c1cccnc1)N/N=C/c1cc(Br)c(O)c(Br)c1	-1	-1	8	-3	-4	-1	3	5	5
CC1CCN(CC(=O)Nc2ccc(S(=O)(=O)N3CCC(C)CC3)cc2)CC1	4	-7	2	-8	-12	-5	-5	10	-15
COc1nc(N2CCCCCC2)nc(N2CCCCCC2)n1	-1	4	23	-3	-1	0	5	-5	2
O=C(CNC(=O)c1ccc(Br)o1)Nc1ncccc1O	1	6	4	0	-1	3	8	-2	0
Cc1cc(C(=O)N2CCN(c3ccc([N+](=O)[O-])cc3)CC2)no1	4	-3	1	-6	-6	4	8	5	-7
CCN1C[C@@H]2[C@@H]3C(=O)N(C)C(=O)[C@@H]3[C@](Cc3ccccc3)(C1=O)N2C(=O)c1ccc(Cl)c(Cl)c1	2	5	12	0	-10	4	11	5	-3
CCCSc1nc2cc(S(=O)(=O)N3CCOCC3)ccc2n1CC	0	-8	-2	-6	-1	-6	4	15	-3
CSc1cccc(NC(=O)COC(=O)C2(c3ccccc3)CC2)c1	5	-10	4	-4	-9	-3	4	15	-9
COCCC1CCCCN1C(=O)c1cc(COc2ccc(C)nc2)on1 (stereo not drawn)	8	-9	2	3	3	4	0	11	1
CC1(c2ccccc2)NC(=O)N(CC(=O)N(c2ccccc2)C2CCS(=O)(=O)C2)C1=O (stereo not drawn)	-1	4	2	-1	3	2	-3	11	3
CC(=O)Nc1ccc(/C(C)=N/NC(=O)C2CC2c2ccccc2)cc1 (stereo not drawn)	-1	-1	3	-5	3	1	0	2	-7
Cc1ccccc1OCc1nc(-c2ccc(NC(=O)c3cccs3)cc2)no1	4	-6	2	-5	4	-1	-8	1	-2
O=C(NC1CCCCC1)N(CCO)Cc1cc2cc3c(cc2[nH]c1=O)OCCO3	1	-2	14	-5	-10	-3	7	2	24
COc1ccccc1NC(=O)c1sc(Cl)nc1C	0	4	4	-4	-8	1	3	3	4
CCOc1ccc(NC(=O)CN2CC(c3ccccc3)CC2=O)cc1 (stereo not drawn)	3	4	0	0	-20	3	18	-1	-10
CC(C)[C@H](NC(=O)Nc1ccccc1F)C(=O)O	0	-6	7	-3	7	0	-3	7	3
CC1=CC(C)(C)N2C(=O)C3(C(C#N)=C(N)Oc4cc(O)ccc43)c3c(C)c(C)cc1c32 (stereo not drawn)	0	-6	x	-7	4	-7	3	4	-5
CN(C)C(CNC(=O)c1ccc(NS(=O)(=O)c2ccc3[nH]c(=O)[nH]c3c2)cc1)c1ccccc1 (stereo not drawn)	0	-2	4	-8	-7	-3	6	11	-3
COc1ccc(CNC2CCCC2)c(OC)c1OC	1	5	2	-4	-3	-6	3	-5	-5
CCOc1ccc(CC(=O)N/N=C(\C)c2cccnc2)cc1OCC	3	0	-1	-1	-10	-3	10	0	5
CSc1nnc(-c2ccc(S(=O)(=O)N3CCCC3)cc2)n1C	3	-9	0	-11	-21	-3	4	9	-21
COc1ccccc1Nc1nc(N)nc(CN2CCCCC2)n1	0	4	0	-7	-10	-2	8	6	8
Cc1ccc(NC(=O)CSCC(=O)N2CCCc3ccccc32)cc1	2	-2	0	-2	-17	1	5	6	-6
CCC(C)Sc1cccc(-c2nc3ccc(Cl)cn3c2NCc2ccccc2)c1 (stereo not drawn)	3	-13	x	-4	12	1	-2	8	17
CCNC(=O)CC1C(=O)N(c2ccc(F)cc2)C(=O)N1Cc1cccs1 (stereo not drawn)	2	0	4	-2	-5	-4	3	-11	-3

Ordered by number of heavy atoms (lowest first): some entries from above.
SMILES	M4 ag	M5 PAM	TAAR1 agonist	CHRM1 agonist	M1 antag	M5 ag	M1 PAM	CHRM5 antagonist	CHRM4 antagonist
CCOc1ccc(NC(=O)CN2CC(c3ccccc3)CC2=O)cc1 (stereo not drawn)	3	4	0	0	-20	3	18	-1	-10
CCNC(=O)CC1C(=O)N(c2ccc(F)cc2)C(=O)N1Cc1cccs1 (stereo not drawn)	2	0	4	-2	-5	-4	3	-11	-3
CC1=CC(C)(C)N2C(=O)C3(C(C#N)=C(N)Oc4cc(O)ccc43)c3c(C)c(C)cc1c32 (stereo not drawn)	0	-6	x	-7	4	-7	3	4	-5

Compound activity (PubChem)
